# Assay outcomes (PubChem)
# Statin myotox sup = suppression of simvastatin myotoxicity; C2C12 myotubes + simvastatin, ATP luminescence, 48 h; scaled: DMSO 0, geranylgeraniol control 100; rescue of ATP level, % at 7.49 µM; hit rate 0.78% among 330,000;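 active = mean ATP rescue above about 67%, or every replicate alone reaching that limit, limit read from the data, passing the limit was not always enough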;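 note: myotubes were challenged with 10 µM simvastatin during compound exposure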
# S100A4 inh HTS = inhibitors of human S100A4 binding to myosin IIA peptide. AID 652163. P26447. inhibition, % at 10.7 µM. S100A4/TAMRA-MyoIIA peptide fluorescence polarization. hit rate 0.14% among 360,000;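 active = mean inhibition of at least 70% across replicates, with every replicate also reaching that level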
# Target sequence (P26447 whole entry, looked up): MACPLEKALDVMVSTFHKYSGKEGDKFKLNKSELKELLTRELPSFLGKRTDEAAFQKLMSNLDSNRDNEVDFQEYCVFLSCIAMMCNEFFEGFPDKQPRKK
#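 Test system – S100A4 monomer (human) · Compound – single-point compound testing · Schedule – 5 min incubation before reading · Probe or stimulus – TAMRA-labelled myosin IIA heavy-chain peptide probe, 5 nM · Benchmarks – neutral control DMSO, positive control TFP · Medium – Calcium-containing HEPES buffer, pH 7.2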
# CASP6 VEID inh = inhibitors of human caspase-6; hit rate 0.53% among 350,000; purified caspase-6, Z-VEID-R110 cleavage fluorescence; inhibition, % at 12.5 µM;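 active = mean inhibition across replicates at least about 35%, with every replicate also reaching that limit, limit read from the data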;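 note: 0% = median of neutral control wells and 100% = no fluorescence left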
# Target sequence (P55212 24-179 limits assumed): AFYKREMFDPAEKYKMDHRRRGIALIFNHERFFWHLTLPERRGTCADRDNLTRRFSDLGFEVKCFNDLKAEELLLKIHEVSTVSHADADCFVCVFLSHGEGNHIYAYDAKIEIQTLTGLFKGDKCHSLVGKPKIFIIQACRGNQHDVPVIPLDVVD
# Target sequence (P55212 194-293 limits assumed): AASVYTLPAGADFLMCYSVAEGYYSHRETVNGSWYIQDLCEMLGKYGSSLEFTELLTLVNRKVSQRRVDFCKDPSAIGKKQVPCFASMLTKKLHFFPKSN
# LGR2 antag = inhibitors of bursicon-induced Drosophila LGR2 receptor cAMP signaling. HEK293 LGR2, CRE-luciferase, bursicon-stimulated, 4 h. inhibition, % at 9.99 µM. hit rate 0.35% among 380,000. AID 720647;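 active = drop in luminescence signal, shown as inhibition above about 50% in the replicate tests, limit read from the data, passing the limit was not always enough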;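 note: agonist challenge used bursicon conditioned medium at about half maximal strength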
# FN deposition inh = fibronectin deposition inhibition; hit rate 0.086% among 350,000; inhibition, % at 12.6 µM; AH1F fibroblasts, Alexa488-fibronectin deposition fluorescence, overnight; AID 743247;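 active = mean inhibition across replicates of 30% or more, regardless of how many single replicates reach that level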;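 note: positive control wells lacked labelled fibronectin entirely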
#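 Measured by – fluorescence 485/525 nm · System – AH1F fibroblast monolayer, labelled fibronectin deposition · Amount – 10000 cells per well · Buffer or medium – serum-reduced DMEM (2% serum) · Doses – single dose, pinned · Also added – fluorescent fibronectin at 24 nM final · Schedule – 1 h cell attachment, overnight exposure to compound and label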
# SIRT5 block = blocks human SIRT5 desuccinylation of peptide; Purified SirT5, succinyl-peptide AMC, trypsin-coupled fluorescence; inhibition, % at 15 µM; AID 652115; hit rate 1.1% among 330,000; Q9NXA8; in the data active = inhibition above about 15%
# Target sequence (Q9NXA8 whole entry, looked up): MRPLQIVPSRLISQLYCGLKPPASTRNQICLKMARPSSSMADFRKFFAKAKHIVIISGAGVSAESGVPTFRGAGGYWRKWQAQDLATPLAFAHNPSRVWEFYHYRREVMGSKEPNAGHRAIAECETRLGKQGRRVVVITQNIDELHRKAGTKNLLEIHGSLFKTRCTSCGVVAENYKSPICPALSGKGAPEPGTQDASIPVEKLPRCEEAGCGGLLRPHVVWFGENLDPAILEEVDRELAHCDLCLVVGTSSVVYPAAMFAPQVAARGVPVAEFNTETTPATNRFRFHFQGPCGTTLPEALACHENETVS
# esBAF inh = SWI/SNF esBAF complex inhibition. hit rate 2% among 350,000. mouse ES cells, Bmi1-luciferase knock-in reporter, 24 h; 100% = twice the neutral-well signal. reporter increase, % at 12.5 µM; in the data active = activation above about 40%;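 note: 0% = median of the plate's neutral control wells and 100% = double that signal; a rise in the Bmi1 reporter signal indicates esBAF inhibition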
# The depositor's hits bear a star; nt = not tested or not shown.
SMILES,Statin myotox sup,S100A4 inh HTS,CASP6 VEID inh,LGR2 antag,FN deposition inh,SIRT5 block,esBAF inh
CCN(CC)C(=O)CSc1ncnc2c1cnn2Cc1ccccc1,10,nt,nt,-11,nt,nt,-3
CC(C)COC(=O)N(C)C[C@H]1OCc2cn(nn2)CCCC(=O)N([C@@H](C)CO)C[C@H]1C,18,-11,-2,8,-3,-3,-5
Cc1noc(/C=C/c2cccnc2)c1[N+](=O)[O-],26,9,2,13,2,1,10
O=C(CN1CCCC1)Nc1cccc(Cl)c1Cl,9,-1,0,-10,6,-3,4
Cc1ccc(NC(=O)CNC(=O)c2ccc(C)o2)cc1,-1,-2,-2,-13,6,nt,24
COC(=O)c1cc(OC)c(OC)cc1NC(=S)N1CCN(Cc2ccccc2)CC1,-1,nt,nt,nt,7,nt,-8
O=C(Cn1ccc2ccccc2c1=O)NCCC(=O)N1CCCCC1,-44,-1,-1,26,8,-3,3
Cc1ccc(OCCCn2ccnc2)c(Br)c1,-2,-2,2,-29,8,-2,10
CCOCCCNC(=O)c1oc2ccc(S(=O)(=O)N3CCOCC3)cc2c1C,-8,0,-3,-4,0,0,3
O=C(C[C@@H]1C[C@H]2c3cc(NC(=O)NC4CCCC4)ccc3O[C@H]2[C@@H](CO)O1)NCCc1ccccc1,-2,8,-1,21,-8,-13,4
O=C(Oc1c(CN2CCOCC2)cc(Cl)c2cccnc12)c1cccs1,-29,3,-2,12,-1,6,-10
COc1ccc(NC(=O)CSc2nnnn2-c2ccc(F)cc2)cc1,4,3,-1,-2,5,-6,1
Clc1ccccc1CN(Cc1ccccc1)C(c1cccs1)c1nnnn1C1CCCC1 (stereo not given),7,nt,nt,nt,-1,nt,-14
FC(F)Sc1ccc(NC(=S)NCc2ccccc2)cc1,-109,-1,0,-17,7,0,-2
Cc1ccc(S(=O)(=O)N(C)C[C@@H]2Oc3ccc(NC(=O)Nc4ccc5c(c4)OCO5)cc3C(=O)N([C@H](C)CO)C[C@H]2C)cc1,-43,-11,4,-11,nt,-1,-2
CCc1ccc(-n2nc3cc(C)c(N)cc3n2)cc1,-3,0,8,5,-8,0,-61
CC1(C(=O)NCCc2ccccc2)Cc2c(-c3cccc(C(N)=O)c3)ccnc2O1 (stereo not given),-3,-1,-1,0,-2,-5,-7
CCN(CC)C(=O)C(=O)c1cccn1-c1cccc(-n2cccc2C(=O)C(=O)N(CC)CC)c1C#N,-1,nt,nt,-6,nt,nt,2
CCN(CC)C(=O)CSc1nnc(CNc2ccc(F)cc2)n1Cc1ccco1,15,nt,nt,nt,-10,nt,4
Nc1nc(COC(=O)C2CC(=O)N(Cc3ccccc3)C2)nc(Nc2ccccc2)n1 (stereo not given),8,2,-1,-20,-1,1,-1
CC(C)NC(=O)Nc1ccc2c(c1)CC(=O)N([C@@H](C)CO)C[C@@H](C)[C@H](CN(C)Cc1ccccc1)O2,18,5,11,-5,nt,2,5
O=C(OC1CCOC1=O)C1CCN(S(=O)(=O)c2c(Cl)cccc2Cl)CC1 (stereo not given),3,-3,5,15,1,-6,2
Cc1cc(C)c(S(C)(=O)=O)c(N(C)N)n1,nt,0,0,-13,5,0,nt
COc1ccc(NC(=O)N(C)C[C@H]2OCCCC[C@@H](C)Oc3ccc(NC(=O)Nc4ccc5c(c4)OCO5)cc3C(=O)N([C@H](C)CO)C[C@H]2C)cc1,-3,-44,1,-3,nt,9,0
C/C=C/c1ccccc1[C@H]1[C@@H](CO)N(C(=O)Nc2ccccc2F)[C@H]1C#N,nt,-11,-1,6,-3,0,nt
CCN(CC)C1CCN(c2nc3nonc3nc2NCCOC)C1 (stereo not given),-6,0,-2,-3,nt,0,-1
O=C(NCc1ccc(Cl)cc1)N1CCN(C(=O)c2ccccc2)CC1,-4,11,-3,-4,6,nt,-3
CCCNC(=O)N[C@H]1CC[C@H](CC(=O)NCCc2ccccc2)O[C@@H]1CO,6,12,0,11,-8,-1,-5
O=S(=O)(NCc1ccccn1)c1ccc(F)cc1,-6,2,0,10,nt,-1,-11
O=C(c1[nH]c(C(F)(F)F)nc1-c1ccccc1)N1CCN(c2c(Cl)cncc2Cl)CC1,3,-3,-1,0,-4,-2,-7
O=C(CN1C(=O)c2ccccc2S1(=O)=O)Nc1ncc([N+](=O)[O-])s1,-4,-1,26,7,-7,-1,3
COc1cc(CN2CCN(Cc3ccc4cc(F)ccc4n3)CC2CCO)cc(OC)c1 (stereo not given),2,-22,-2,-2,3,-2,10
Cc1ccc(CNC(=O)c2cccc3c2C(=O)c2ccc(N4CCOCC4)cc2S3(=O)=O)cc1,15,-2,6,13,0,nt,-1
CC(Cl)C(=O)Nc1cc(C(F)(F)F)ccc1N1CCOCC1 (stereo not given),nt,-1,0,6,4,nt,nt
CCN(C(=S)NCCOC)c1cccc2ccccc12,nt,7,1,3,0,2,nt
COc1ccccc1CNC(=O)CN(Cc1ccc(Cl)cc1)S(C)(=O)=O,-4,3,3,-18,nt,-1,-1
O=C(N[C@@H]1C=C[C@H](CC(=O)N2CCOCC2)O[C@@H]1CO)c1ccc2c(c1)OCO2,-1,11,-3,-13,nt,-4,-3
CCCNC(=O)N1CC[C@H]2[C@@H]1c1cc(C#Cc3ccccc3)ccc1N(C)[C@H]2CO,4,-4,-1,-4,-16,4,-2
COCc1cc(C)nc(OCC(=O)N/N=C/c2ccc(C)cc2)c1C#N,nt,-4,-1,2,-6,-3,nt
COc1ccc(S(=O)(=O)NCCc2c(C)nn(C)c2Oc2ccccc2)cc1,17,nt,nt,nt,1,nt,0
COc1ccccc1CCNC(=O)CSc1ccc(-c2cccs2)nn1,nt,0,0,7,2,3,nt
O=C(N/N=C/c1ccc(O)c(O)c1)c1cc(-c2ccccc2)nc2ccccc12,-8,2,30,21,6,2,-2
COc1cccc(S(=O)(=O)N[C@@H]2C=C[C@H](CC(=O)NC3CCC3)O[C@H]2CO)c1,0,6,6,9,2,0,-7
C[C@H]1CN([C@@H](C)CO)C(=O)c2cc(NC(=O)c3ccncc3)ccc2O[C@H]1CN(C)Cc1ccncc1,-17,8,-3,-14,nt,4,-2
CCN(CC)C(=O)C1=C(C)NC(=S)NC1c1cccs1 (stereo not given),nt,0,1,-18,6,1,nt
CSc1nc2ncc(-c3ccsc3)c(N)n2n1,nt,3,15,1,7,-1,nt
COCC(=O)n1nc(-c2ccccc2)nc1NCc1ccccc1,-2,-8,-3,-14,-1,0,21
CCOc1ccc(OCCSc2nc3ccccc3n2CC(=O)O)cc1,4,8,0,4,-2,2,-2
N#C[C@H]1[C@H](c2ccccc2)[C@@H](CO)N1C(=O)c1ccccc1F,-5,-2,2,-9,7,0,3
CC(=NNC(=S)N1CC2CCC(CC2)C1)c1cccc(C)n1,nt,1,0,-39,-6,nt,nt
CCOC(=O)c1[nH]c2ccccc2c1NC(=O)CN(C)C,12,nt,nt,0,nt,nt,-5
Cc1ccc(C(=O)COC(=O)c2nc3nccc(C)n3n2)c(C)c1,6,-9,2,10,0,-4,-1
O=C(Nc1ccc(N2CCN(C(=O)c3ccccc3)CC2)cc1)c1ccc2c(c1)OCCO2,-4,3,-1,-45,6,-2,26
COC(=O)C1=NN(c2ccccc2OC)C2C(=O)N(c3ccccc3OC)C(=O)C12 (stereo not given),-1,-1,1,-15,1,4,-11
COc1ccnc(Oc2ccc(F)cc2)c1C(=O)N/C=N/OCc1ccccc1,3,3,-2,-11,9,5,-4
O=C(Nc1ncccc1O)c1ccc2c(c1)OCCO2,2,-1,3,-33,-2,1,10
CCn1c(SCC(=O)NC2CCS(=O)(=O)C2)nnc1-c1ccccc1 (stereo not given),18,-1,0,-12,11,-6,0
C[C@@H]1CN([C@H](C)CO)C(=O)Cc2cc(NC(=O)NC3CCCCC3)ccc2O[C@@H]1CN(C)Cc1ccc(C(F)(F)F)cc1,-196,4,3,20,8,1,-12
Cc1nc2c(Cl)c(C)nn2c2c1CCC2,-2,-12,0,-49,-8,9,-1
CSc1nc(N)nc2c1ncn2CC(=O)NCCCN1CCCC1=O,-1,-2,-2,-21,6,10,-6

# Going on with the list.
SMILES,Statin myotox sup,S100A4 inh HTS,CASP6 VEID inh,LGR2 antag,FN deposition inh,SIRT5 block,esBAF inh
COc1ccc(Cl)cc1NC(=O)CSc1nc2sccc2c(=O)[nH]1,nt,-12,-2,-26,8,0,nt
Cc1ccc(-c2nnc(SCC(=O)NNC(=O)COc3ccccc3C)n2C)cc1,nt,-3,2,nt,4,-4,nt
CCCNC(=O)N1CC(=O)N2[C@H](C1)[C@H](c1ccc(-c3cccc(C)c3)cc1)[C@@H]2CO,nt,21,2,16,nt,-3,nt
O=C(c1ccc(Cl)cc1)c1c[nH]c(C(=O)NNc2cccc(Cl)n2)c1,nt,1,5,21,-3,nt,nt
Cc1cc(C(=O)Nc2ccc(C#N)cc2)on1,5,1,-1,3,8,2,-6
O=C(Nc1cccc(C(=O)N2CCCC2)c1)c1ccccc1Cl,13,nt,nt,11,4,nt,-3
CN1CCC(N(C)S(=O)(=O)c2ccc(NC(=O)COc3ccc(Cl)cc3)cc2)CC1,-5,-2,-5,-7,-4,-6,1
O=C(OCc1cc(=O)n2cc(Br)ccc2n1)C1COc2ccccc2O1 (stereo not given),-1,nt,nt,nt,8,nt,0
COc1ccc(NC(=O)N[C@H]2CC[C@H](CCNC(=O)CN3CCOCC3)O[C@H]2CO)cc1,3,27,0,9,-13,2,3

# This is a subset (hit frequency here may not be typical).
